Screening data from PubChem BioAssay.
BRCA1 expr act = BRCA1 expression activation; MCF7-BRCA1-FFLuc reporter, luminescence, 48 h; response scale: scaled: vehicle 0%, 10 µM genistein 100%; Potency, µM (series often up to 46.1 µM), for the others: at the highest dose activation, usual class: activators; hit rate 1.1% among 380,000; note: potency is the fitted concentration of half-maximal effect; nearly all actives have a fitted effect of over 80% in size; some results filed as inactive show a strong effect at the top dose
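MCF7-BRCA1-FFLuc cells, 2000/well in phenol-red-free MEM, attached 2 h then treated 48 h at 37 C. Luciferase luminescence read 15 min after reagent; normalized to genistein maximum activation (10microM) and DMSO, concentration-response fitted.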
FLuc modulator = inhibits or activates purified firefly luciferase, miR-21 counter-screen | purified FLuc, Km substrates, luminescence inhibition | Potency, µM (highest dose often 57.5 µM), without a hit: at the highest dose activity change, negative = inhibition, hits mostly inhibitors | AID 588342 | hit rate 6.9% among 360,000 | P08659;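 note: potency is the fitted concentration of half-maximal effect; plate controls were vehicle for no effect and reference inhibitor for full effect; nearly all actives have a fitted effect of over 55% in size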
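Purified P. pyralis luciferase (10nM final) with 10uM D-luciferin and 10uM ATP (Km levels) in 50mM Tris acetate pH 7.5, 10mM Mg acetate, 0.01% Tween-20, 0.05% BSA; qHTS 6-point titration, ~60 µM downward; luminescence read.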
ELG1 genotoxic = inducers of genotoxicity in HEK293T ELG1-luciferase cells | hit rate 1.3% among 330,000 | Potency, µM (highest dose often 46 µM), without a hit: at the highest dose activity change, positive = activation, most hits filed as activators | HEK293T ELG1-luciferase reporter, luminescence, 16 h | AID 504466; note: potency is the fitted concentration of half-maximal effect; % of control where 0% means no effect; nearly all actives have a fitted effect of over 60% in size
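Step 1: seed 2,000 HEK293T ELG1-luciferase cells per well. Step 2: add compound or DMSO, incubate 16 hr at 37 °C. Step 3: ONE-Glo, 30 min at room temperature, read luminescence.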
p53 reactivator = restores transcriptional activity of mutant p53; H1299 p53-A138V BP100-luciferase reporter, luminescence, 24 h; Potency, µM (series often up to 92.2 µM), for the others: at the top dose activity change, positive = activation, most hits filed as activators; hit rate 0.063% among 320,000; AID 504706; note: potency is the fitted concentration of half-maximal effect; % of control where 0% means no effect; nearly all actives have a fitted effect of over 45% in size
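p53-null H1299 cells stably carrying temperature-sensitive p53-A138V and a BP100-luciferase reporter were pinned with compounds (4-point, 1:5 series) and held 24 hrs at 37 deg C. Luminescence was read 10 min after detection reagent.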
TRPV1 ag = activates the human vanilloid receptor TRPV1; Q8NER1; TRPV1-expressing cells, Fluo-8 calcium influx, agonist mode; activation, % at 8.33 µM; hit rate 0.19% among 320,000; AID 540275; in the data active = activation above about 80%; inconclusive = between about 30% and that limit; note: 0% is about no effect
Target sequence (Q8NER1 whole entry, looked up): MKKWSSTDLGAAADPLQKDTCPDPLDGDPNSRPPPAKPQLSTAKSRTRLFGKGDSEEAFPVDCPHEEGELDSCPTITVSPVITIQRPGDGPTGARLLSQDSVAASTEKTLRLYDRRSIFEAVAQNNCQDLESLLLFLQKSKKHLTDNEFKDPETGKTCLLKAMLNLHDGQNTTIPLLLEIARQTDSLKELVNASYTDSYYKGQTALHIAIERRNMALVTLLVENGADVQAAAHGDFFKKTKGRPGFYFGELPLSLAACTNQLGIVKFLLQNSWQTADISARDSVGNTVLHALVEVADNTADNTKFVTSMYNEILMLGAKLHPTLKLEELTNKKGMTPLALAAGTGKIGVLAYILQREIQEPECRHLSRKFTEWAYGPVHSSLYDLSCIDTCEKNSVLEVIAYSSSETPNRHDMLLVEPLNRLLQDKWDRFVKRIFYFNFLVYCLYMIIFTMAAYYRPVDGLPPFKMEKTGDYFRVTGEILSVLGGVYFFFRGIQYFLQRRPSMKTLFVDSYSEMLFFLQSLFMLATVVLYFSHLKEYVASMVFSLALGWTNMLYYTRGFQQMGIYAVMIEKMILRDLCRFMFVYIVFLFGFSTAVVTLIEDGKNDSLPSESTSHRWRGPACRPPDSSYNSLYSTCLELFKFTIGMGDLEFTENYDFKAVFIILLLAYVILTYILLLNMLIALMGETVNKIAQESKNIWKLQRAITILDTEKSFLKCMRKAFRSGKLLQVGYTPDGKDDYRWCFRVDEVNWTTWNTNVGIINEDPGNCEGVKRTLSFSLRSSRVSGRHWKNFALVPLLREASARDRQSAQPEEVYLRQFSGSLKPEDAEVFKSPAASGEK
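TRPV1-expressing cells were cultured overnight at 35.5C and loaded with Fluo-8 calcium dye for 40 to 90 min at room temperature. After a 10 s baseline, compound was added and calcium influx was read kinetically for 3 min (ex 480/em 520 nm).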
ELG1 DNA repair = inhibitors of ELG1-dependent DNA repair in HEK293T cells; HEK293T ELG1-luciferase reporter, luminescence, 16 h; DNA damage induced by 5-fluorouridine; Potency, µM (highest dose often 46.1 µM), inactives show at the top dose activity change, negative = inhibition, most hits filed as inhibitors; hit rate 2.3% among 330,000; note: potency is the fitted concentration of half-maximal effect; % is set by controls: 0 for no effect and ±100 for the full control effect; nearly all actives have a fitted effect of over 55% in size
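Overnight (16 hr) co-exposure of 2,000 cells/well to 5-fluorouridine and compound at 37 °C preceded detection. Luciferase was quantified via ONE-Glo luminescence; loss of signal denotes inhibition.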
Tb PFK block = blocks T. brucei phosphofructokinase | hit rate 0.17% among 330,000 | O15648 | T. brucei PFK, ADP-Glo luminescence | Potency, µM (top dose mostly 57.5 µM), for inactives: top-dose activity, negative = inhibition, most hits filed as inhibitors;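 note: potency is the fitted concentration of half-maximal effect; 0% = uninhibited 1x PFK enzyme wells and -100% = no-enzyme wells; nearly all actives have a fitted effect of over 60% in size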
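Activity is normalized to no-enzyme wells (full inhibition) and 1.25 nM enzyme wells (no inhibition). Reaction: 0.5 mM F6P, 0.1 mM ATP, 45 min RT, ADP-Glo luminescence; concentration-response curves fitted and classed by quality.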
NPC1 promoter act = activators of NPC1 promoter; Huh7 NPC1 promoter luciferase reporter, 24 h; Potency, µM (top dose mostly 9.22 µM), for inactives: at the highest dose activation, usual class: activators; hit rate 2.4% among 320,000; AID 485313;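 note: potency is the fitted concentration of half-maximal effect; % of control where 0% means no effect; nearly all actives have a fitted effect of over 60% in size; reporter is driven by a mutant NPC1 promoter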
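Stable NPC1-promoter luciferase Huh7 line; cpd (DMSO) 24 h, 37 °C, 5% CO2; Amplite luciferase reagent 10 min RT; luminescence readout. qHTS format.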
Rab9 prom act = Rab9 promoter activation | Huh7 Rab9 promoter-luciferase reporter, luminescence, 24 h | Potency, µM (series often up to 9.22 µM), without a hit: at the highest dose activation, negative = inhibition, hits mostly activators | hit rate 2.8% among 320,000; note: potency is the fitted concentration of half-maximal effect; % of control where 0% means no effect; nearly all actives have a fitted effect of over 60% in size
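Cell-based reporter: Huh7 stable for Rab9 promoter-driven luciferase, plated in reduced-serum medium with 10% FBS at 1500 cells/well, compound-treated 24 h at 37 °C, luminescence read after 10 min reagent.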
RORg inh = inhibitors of mouse ROR gamma transcriptional activity; hit rate 5.4% among 310,000; Potency, µM (highest dose often 53.6 µM), inactives show at the highest dose activity change, negative = inhibition, hits mostly inhibitors; Drosophila S2 Gal4-RORgamma UAS-luciferase reporter, 20 h; P51450; note: potency is the fitted concentration of half-maximal effect; % is set by controls: 0 for no effect and ±100 for the full control effect; nearly all actives have a fitted effect of over 60% in size
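Drosophila Schneider cells stably carrying a metallothionein-driven Gal4 DBD–ROR gamma fusion and a UAS-Photinus luciferase reporter were exposed to compound for 1 hr, then induced with copper sulfate (700 uM final) for 20 hr at ambient temperature before luminescence reading.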
VP16 counter = inhibits Gal4-VP16 luciferase reporter, ROR gamma counter-screen; hit rate 3.5% among 310,000; Potency, µM (titrated, usually from 53.6 µM), without a hit: top-dose activity, negative = inhibition, actives largely listed as inhibitors; Drosophila S2 Gal4-VP16 UAS-luciferase, luminescence, 20 h;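 note: Gal4-VP16 expression switched on by copper sulfate through the metallothionein promoter; potency is the fitted concentration of half-maximal effect; % is set by controls: 0 for no effect and ±100 for the full control effect; nearly all actives have a fitted effect of over 50% in size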
Starred values were filed as active, the others as inactive; ? = inconclusive; · = no result given; & = joins results of further samples; [ ] = remark or other dose. Unless noted, calls come from the whole dose curve; as a rule, active = well fitted curve in the direction sought with a large enough effect; inconclusive = small, poorly fitted or top-dose-only effect, or another doubt; inactive = no such curve, though single readings can be large; an effect the other way counts as inactive or inconclusive.

canonical_smiles,NPC1 promoter act,ELG1 genotoxic,p53 reactivator,RORg inh,Tb PFK block,FLuc modulator,TRPV1 ag,ELG1 DNA repair,Rab9 prom act,BRCA1 expr act,VP16 counter
CC1=CC(c2ccccc2)NC(=S)N1 (stereo not given),-2%,0%,-2%,11µM*,3%,0%,0,7%,-5%,-33%,?
CCC(=Nc1ccc2c(c1)CCC2)c1c(O)n(C)c(=O)n(C)c1=O,-3%,-8%,-4%,?,-2%,1%,0,?,-14%,-12%,1%
C[N+]1(C)C2CCC1CC(OC(=O)C(CO)c1ccccc1)C2 (stereo not given),1%[46.1 µM],-12%,4%,4%,2%,-1%,0,9%,-3%[46.1 µM],0%,6%
COP(=O)(OC)c1nc(-c2cccc3ccccc23)oc1NCCc1ccccc1,-3%,-4%,-5%,-24%[10 µM],-1%,-1%,11,?,-11%,-41%,3%
O=C1NC(=S)N(c2ccccc2)C(=O)C1C(c1ccncc1)C1C(=O)NC(=S)N(c2ccccc2)C1=O (stereo not given),-3%,0%,-2%,4%,1%,?,-1,-7%,-3%,-2%,3%
CN(C)c1nc(OCCNC(=O)COc2ccc(Cl)cc2Cl)nc(N2CCCCC2)n1,0%,-2%,-7%,?,3%,1%,23,?,-2%,-55%,-19%
CCOc1ccccc1CN1CCCC(C(=O)c2cc(F)ccc2F)C1 (stereo not given),-1%,-10%,·,22%,-1%,1%,3,-7%,1%,-38%,-1%
CC12CN3CCN(CC(C3)C1O)C2 (stereo not given),-1%,0%,-3%,-19%,0%,0%,·,5%,-3%,-9%,-4%
O=C(/C=C/c1ccc(F)cc1)NC(=S)N1C[C@H]2C[C@H](C1)c1cccc(=O)n1C2,-8%,3%,9%,-32%,0%,3%,-2,18%,-1%,-1%,-10%
COc1ccc2[nH]cc(CCN)c2c1,1%[46.1 µM],-2%,-2%,4%&14%,2%,4%,-1,-2%,-6%[46.1 µM],6%,-15%&-6%
C=C(C)CSc1nc2ncc(Cl)cc2[nH]1,12%,?,11%,29%,1%,-18%,2,?,4%,-3%[1.84 µM],15%
CC1CCCC(C)N1C(=O)CSc1nnc(NC(=O)c2cccs2)s1 (stereo not given),2%,-1%,15%,0%,0%,?,-2,-6%,-6%,4%,21%
Cc1ccccc1-n1c(O)c(/C=N/Nc2nc3c(c(=O)n(C)c(=O)n3C)n2C)c(=O)[nH]c1=S,1%,-3%,-11%,-6%,16%,?,-2,-24%,-1%,-9%,-7%
O=c1[nH]c(=O)n(CCC2=CCCCC2)c(O)c1C=NC1CCN(Cc2ccccc2)CC1,-11%,-8%,-4%,13%,1%,-1%,-2,?,-11%,-34%,2%
Cn1c(=O)oc2cc(S(=O)(=O)N3CCC(C(=O)N4CC=C(c5ccccc5)CC4)CC3)ccc21,-1%,-11%,-9%,-26%,2%,3%,-2,?,3%,-11%,-1%
CCc1ccc2c(CN3CC=C(c4ccccc4)CC3)cc(=O)oc2c1,0%,2%,-9%,-10%,-4%,-14%,-2,17%,2%,-4%,6%
Cc1cccc(-n2c(O)c(/C=C/C=Nc3ccccc3)c(=O)[nH]c2=O)c1,1%,1%,-2%,6%,1%,-9%,5,2%,0%,0%,-7%
Cc1ccc(-n2c(O)c(C=Nc3ccc(S(=O)(=O)N(C)C)cc3)c(=O)[nH]c2=O)cc1,1%,1%,-3%,0%,1%,1%,-1,25%,15%,5%,4%
CC(=NCc1cccnc1)c1c(O)n(-c2ccccc2C)c(=O)[nH]c1=O,4%,2%,-2%,22%,-9%,-2%,0,-1%,2%,-5%,4%
Cc1c2cnn(CC(=O)N3CCC4(CC3)OCCO4)c(=O)c2c(C)n1Cc1ccc(F)cc1,-3%,0%,-1%,22%,-8%,3%,0,?,1%,-40%,-3%
Cc1cc(OCC(=O)NCC(O)c2ccccc2)c2c3c(c(=O)oc2c1)CCCC3 (stereo not given),-5%,-1%,5%,41%,3%,0%,15,-13%,-3%,-32%,-5%
O=C(c1cccn2c(=O)c3cc(Br)ccc3nc12)N1CCC2(CC1)OCCO2,1%,3%,-6%,-4%,0%,-3%,7,?,12%,-5%,-9%
O=c1[nH]c(=S)n(-c2ccccc2Cl)c(O)c1C=NCCN1CCNCC1,2%,0%,-2%,7%,12%,1%,-4,-7%,-2%,25%,1%
COC(=O)C1=C(c2ccc3ccccc3c2)C[C@@H]2CC[C@H]1N2C(=O)N1CCCC1,1%,-1%,-4%,·,3%,0%,?,-12%,-11%,-33%,·
Cc1ccc2c(c1)N(N=O)CCC2,1%,1%,-8%,22%,-11%,-1%,1,27%,-7%,2%,1%
NC(N)=Nc1ccc2[nH]c3c(c2c1)C[C@@]1(O)[C@H]2Cc4ccc(O)c5c4[C@@]1(CCN2CC1CC1)[C@H]3O5,-31%[inhibitor][46.1 µM],?,-12%,·,?,-15%,1&-1,-5%,-43%[inhibitor][46.1 µM],-14%&-27%,·
Cc1nc2ccccc2c(=O)n1-c1cccnc1,-1%,0%,-1%,-13%,-3%,0%,2,15%,1%,11%,-2%
Cc1cccc(C)c1OCc1n[nH]c(=S)n1N,-2%,0%,2%,?,-8%,-8%,6,-7%,0%,-3%,3%
N#C/C(=C\c1ccc([N+](=O)[O-])cc1)c1nc(C2CC2)cs1,?,9%,22%,43%,2%,?,13,?,?,52%,13%
CC(=O)c1cccc(OCC(O)CN2CC=C(c3ccccc3)CC2)c1 (stereo not given),-5%,1%,24%,-16%,-9%,-3%,0,-20%,-4%,-2%,-1%
Cc1c(C=O)c2ccccc2n1Cc1ccc(F)cc1,1%,-2%,4%,9%,1%,1%,7,10%,-8%,-44%,2%
CCCCn1c(=O)c(C(=O)NC(C)c2ccccc2)c(O)c2ccccc21 (stereo not given),-1%,0%,9%,?,-2%,5%,3,-10%,2%,-1%,?
Cc1nn(Cc2ccccc2)c(C)c1C(=O)OCC(=O)Nc1ccccc1SCC#N,-4%,-1%,-2%,26%,1%,-12%,4,?,1%,-23%,8%
CCC(C)n1c(O)c(C=NCc2cccnc2)c(=O)[nH]c1=S (stereo not given),-4%,-1%,2%,-43%,2%,0%,-2,?,3%,-31%,?
S=C1NC2(CCCCC2)NC12CCCCC2,2%,0%,-7%,8.9µM*,-1%,-3%,3,20%,1%[1.84 µM],-9%,?
C=CCn1c(O)c(C(C)=NCCN2CCOCC2)c(=O)[nH]c1=O,-1%,-1%,3%,-5%,-4%,-1%,-3,9%,-1%,9%,3%
CCc1c(-c2ccccc2)nc2ccccc2c1C(=O)N1CCC2(CC1)OCCO2,-2%,-1%,-6%,11%,1%,-2%,?,6%,-1%,-17%,-10%
COCCN(C(=O)COC(=O)Cc1ccccc1)c1c(N)n(Cc2ccccc2)c(=O)[nH]c1=O,-5%,5%,-2%,·,-2%,-1%,-3,0%,-3%,-26%,·
CCCN1CCCC(C(=O)c2cc(C)c(OC)c(C)c2)C1 (stereo not given),-3%,?,·,16%,2%,11%,-5,-5%,-8%,-8%,-9%
CCC(C)OC(=O)c1c(N)n(Cc2cccs2)c2nc3ccccc3nc12 (stereo not given),-3%,-12%,-4%,?,-6%,1%,5,?,1%,-46%,?
COc1ccc(CCCc2nnc(SCC(=O)Nc3ccc(C)c(C)c3)o2)cc1,-6%,-2%,-1%,-10%,4%,?,3,-17%,-5%,-23%,8%
CCOP(=O)(OCC)C(C)(C)NC(=O)C(Cl)(Cl)Cl,-1%,-3%,0%,3%,2%,0%,1,0%,-7%,8%,-2%
Cc1cc(NC(=O)CCC(=O)N2CCC3(CC2)OCCO3)no1,-1%,1%,2%,18%,2%,-3%,-1,18%,12%,10%,1%
[N-]=[N+]=NCc1cn2cccnc2n1,-2%,1%,0%,8%,2%,-3%,4,13%,-5%,6%,3%
O=C(CCCOc1ccc(Cl)cc1Cl)N1CCC2(CC1)OCCO2,4%,?,29%,?,5%,?,3,?,5%,84%,10%
COc1cccc(OCc2cc(C(=O)N3C[C@H]4C[C@@H](C3)c3cccc(=O)n3C4)no2)c1,3.2µM*,18µM*,·,1%,6%,17µM*,2,?,4µM*,·,?
CC(C)(C)NC(=O)NC(=O)CN1CC=C(c2ccccc2)CC1,1%,-6%,0%,9%,-2%,-2%,3,-7%,1%,-27%,2%

These rows are one share of the data. The share of hits here may be higher or lower than overall.
